Screening results as filed in PubChem.
TGFb inhibitor: inhibitors of TGF-b signaling | Potency, µM (titrated, usually from 46.1 µM), inactives show at the highest dose activity, negative = inhibition, usual class: inhibitors | hit rate 1.2% among 410,000 | HepG2 CAGA-GFP TGF-b/SMAD3 reporter, GFP fluorescence, 18 h; TGF-beta stimulated, 500 pg/mL final | AID 588855; further: potency means the concentration at half of the fitted maximal effect; on the % scale 0 is the no-effect control and ±100 the full control effect; nearly all actives have a fitted effect of over 65% in size
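TGF-beta reporter screen: HEPG2 CAGA-GFP, 1% FBS, 500 pg/mL TGF-beta final, 18 h; per-cell GFP summed per well; curves fitted and categorized by class.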
Nrf2 block: inhibitors of Nrf2 signaling; Potency, µM (doses to about 46 µM), for the others: top-dose activity change, negative = inhibition, hits mostly inhibitors; hit rate 2.1% among 360,000; A549 ARE-Fluc reporter, luciferase luminescence, 18-24 h; AID 504444; further: potency means the concentration at half of the fitted maximal effect; on the % scale 0 is the no-effect control and ±100 the full control effect; nearly all actives have a fitted effect of over 60% in size
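Reporter: ARE-Fluc in A549. Exposure: 18-24 h, 37 °C, 5% CO2, 5% FBS OPTI-MEM. Readouts: fluorescent cytotoxicity (CellTiter-Fluor), then luminescent Nrf2 signal after BugLite.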
A549 viability: counter-screen for Nrf2 inhibitors: cytotoxicity in A549 cells | A549 ARE-Fluc cells, CellTiter-Fluor viability, 18-24 h | Potency, µM (titrated, usually from 46 µM), inactives show at the top dose activity change, negative = cytotoxicity, most hits filed as inhibitors | hit rate 0.16% among 390,000 | AID 504648; further: potency means the concentration at half of the fitted maximal effect; on the % scale 0 is the no-effect control and ±100 the full control effect
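A549 ARE-Fluc cells in 5% FBS OPTI-MEM, 5000 cells/well, rested 2 h then exposed to compounds in concentration-response for 18-24 h at 37 °C. Viability by CellTiter-Fluor fluorescence (Ex 405/Em 525) after 30 min; luciferase luminescence (BugLite, 15 min, RT) read afterwards.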
IL2 activator: activators of IL-2; hit rate 0.065% among 360,000; activation, % (series mostly up to about 46 µM); AID 652025; IL-2 activation reporter assay, cell-based qHTS; stimulated with anti-CD3/CD4/CD28 beads; in transgenic mouse T cells; in the data active means activation above about 50%; inconclusive means mostly about 30% to 49%; further: 0% is about no effect
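First, unstimulated transgenic mouse T cells were exposed to compound for 60 min. Next, anti-CD3/anti-CD4-coated beads with anti-CD28 were added. Finally, after 18 h at 37 degrees C, EGFP and DsRed were imaged.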
ATXN2 expr inh: inhibitors of ATXN2 expression. HEK-293 ATXN2-luciferase reporter, luminescence, 24 h. Potency, µM (series often up to 57 µM), without a hit: at the highest dose activity change, negative = inhibition, most hits filed as inhibitors. hit rate 0.72% among 360,000. AID 1745845; further: potency means the concentration at half of the fitted maximal effect; on the % scale 0 is the no-effect control and ±100 the full control effect; nearly all actives have a fitted effect of over 55% in size
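ATXN2-luciferase reporter cells (luciferase flanked by upstream and downstream ATXN2 gene portions) were treated 24 h at 37 °C with compounds at up to 57 uM. SteadyGlo luminescence gave expression; GF-AFC fluorescence gave viability.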
EPAC2 agonist: activates human EPAC2 exchange factor; Potency, µM (titrated, usually from 154 µM), for the others: top-dose activation, usual class: activators; EPAC2 activation, biochemical qHTS; response scale: 100% = 6.5 mM cAMP response; AID 720711; hit rate 0.079% among 360,000; Q8WZA2; further: potency means the concentration at half of the fitted maximal effect; nearly all actives have a fitted effect of over 50% in size
Target sequence (Q8WZA2 whole entry, looked up): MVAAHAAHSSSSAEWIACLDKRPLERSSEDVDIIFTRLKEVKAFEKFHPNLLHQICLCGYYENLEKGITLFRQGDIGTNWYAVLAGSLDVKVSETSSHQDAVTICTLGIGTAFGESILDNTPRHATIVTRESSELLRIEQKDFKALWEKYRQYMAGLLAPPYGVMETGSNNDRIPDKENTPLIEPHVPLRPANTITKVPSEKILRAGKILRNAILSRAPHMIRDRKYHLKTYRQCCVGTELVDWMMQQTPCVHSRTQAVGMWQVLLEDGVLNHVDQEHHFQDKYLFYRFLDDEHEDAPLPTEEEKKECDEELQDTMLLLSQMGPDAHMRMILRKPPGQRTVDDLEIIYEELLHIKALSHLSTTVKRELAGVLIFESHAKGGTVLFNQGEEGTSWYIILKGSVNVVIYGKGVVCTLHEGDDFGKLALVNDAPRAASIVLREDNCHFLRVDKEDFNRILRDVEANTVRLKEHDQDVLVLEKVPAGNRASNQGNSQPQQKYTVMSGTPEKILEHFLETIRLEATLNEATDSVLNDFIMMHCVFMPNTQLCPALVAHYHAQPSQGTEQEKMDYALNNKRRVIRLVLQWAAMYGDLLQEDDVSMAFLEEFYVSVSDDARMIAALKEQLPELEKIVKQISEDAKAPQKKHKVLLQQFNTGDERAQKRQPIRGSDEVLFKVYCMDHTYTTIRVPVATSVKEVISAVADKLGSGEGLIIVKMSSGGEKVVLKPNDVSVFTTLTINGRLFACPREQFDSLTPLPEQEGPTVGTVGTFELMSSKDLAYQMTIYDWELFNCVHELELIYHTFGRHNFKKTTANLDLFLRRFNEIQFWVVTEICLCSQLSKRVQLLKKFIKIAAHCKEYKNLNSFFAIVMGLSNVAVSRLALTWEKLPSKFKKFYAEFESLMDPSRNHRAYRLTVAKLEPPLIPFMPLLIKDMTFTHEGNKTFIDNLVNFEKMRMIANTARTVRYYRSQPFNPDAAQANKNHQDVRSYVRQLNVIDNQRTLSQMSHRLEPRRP
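In this primary screen, activation is scored as increased exchange of BODIPY-GDP from Rap1B by 100 nM EPAC2, with 50 uM GDP as competitor. Signal is normalized to the 6.5 mM cAMP agonist control.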
S2 tox: reduces viability in counter-screen for ATXN expression inhibitors | S2 cells (HEK-293 line with an ATXN2-luciferase reporter) viability, CellTiter-Fluor protease fluorescence, 24 h | Potency, µM (top dose mostly 56.7 µM), most hits filed as cytotoxic | hit rate 0.49% among 400,000 | AID 651635; further: potency means the concentration at half of the fitted maximal effect; nearly all actives have a fitted effect of over 40% in size
Nrf2 activator: Nrf2 pathway activation; hit rate 0.31% among 410,000; AREc32 ARE-luciferase reporter (MCF7-derived line), luminescence, 24 h; Potency, µM (highest dose often 46.1 µM), for inactives: at the highest dose activation, hits mostly activators; AID 624171; further: potency means the concentration at half of the fitted maximal effect; % of control where 0% means no effect; nearly all actives have a fitted effect of over 65% in size
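Luciferase luminescence (Steady-Glo, 30 min at room temperature) served as the read-out of ARE activation in AREc32 cells treated with compounds for 24 hr at 37 deg C.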
HepG2 viability: counter-screen for TGF-b inhibitors: cytotoxicity in HepG2 cells. HepG2 CAGA-GFP viability, ATP luminescence, 18 h. Potency, µM (top dose mostly 46.1 µM), for inactives: at the highest dose activity change, negative = cytotoxicity, most hits filed as cytotoxic. hit rate 0.76% among 410,000; further: potency means the concentration at half of the fitted maximal effect; some results filed as inactive show a strong effect at the top dose
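HepG2 CAGA-GFP cells (1000/well, DMEM with 1% FBS) received compound, then TGF-beta at 500 pg/mL final, and were incubated 18 hours at 37 degrees C. Viability was read by CellTiter-Glo luminescence. Media-only wells were set as complete cell-killing and DMSO as no toxicity.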
An asterisk follows results filed as active; i = inactive; u = inconclusive; x = no result given; & = joins results of further samples; ! = not confirmed by another sample; [ ] = remark or other dose. Unless noted, the call rests on the fitted dose curve; in most records, active means well fitted curve in the direction sought with a large enough effect; inconclusive means small, poorly fitted or top-dose-only effect, or another doubt; inactive means no such curve, though single readings can be large; an effect the other way counts as inactive or inconclusive. Hits appear at their usual frequency. Share with any hit: about 4.3%.

SMILES	TGFb inhibitor	Nrf2 block	A549 viability	IL2 activator	ATXN2 expr inh	EPAC2 agonist	S2 tox	Nrf2 activator	HepG2 viability
CC(C)CN1CCN(Cc2ccc(CN3CCCCC3)s2)CC1CCO (stereo not given)	6%	-4%	u	4.5	-8%	1%	u	0.6%	-18%
CCOc1ccc(NC(=O)c2cc(S(=O)(=O)N3CCCC3)c[nH]2)cc1	-24%	-2%	10%	x	x	x	x	6.2%	-6%
CC(C)CN(C(=O)c1cccc(Cl)c1)c1c(N)n(CC(C)C)c(=O)[nH]c1=O	8%	-20%	-17%	0.1	8%	-8%	i	2.1%	2%
O=C(NCc1ccco1)c1ccc(CS(=O)Cc2cccc(Cl)c2)o1 (stereo not given)	1%	10%	4%	-1.6	3%	0%	i	5.9%	1%
COC(=O)Cc1c(C)c2ccc(OCC(=O)N(C)C)cc2oc1=O	-4%	6%	17%	-1.8	1%	6%	i	0.0%	15%
CN(C)c1ccc(CNc2ncn[nH]2)cc1	-1%	-7%	2%	1.5	-18%	5%	i	-0.6%	0%
COC(=O)c1cc(NC(=O)CSc2ncn[nH]2)ccc1Cl	-29%	3%	-2%	1.2	-4%	8%	i	0.4%	-13%
O=C(CSc1ncnc2c1oc1ccccc12)Nc1nccs1	0%	17%	1%	2.7	7%	3%	i	0.8%	-19%
O=C(NCc1ccco1)C1CC(c2ccc(Cl)cc2)=NO1 (stereo not given)	2%	9%	-5%	-2.1	-2%[11.3 µM]	3%	i	2.4%	0%
CCc1ccc(-c2cc(C)no2)cc1S(=O)(=O)Nc1cccc(CN2CCCC2)c1	2%	9%	-2%	-2.7	0%	1%	i	4.2%	-2%
CC1CC(C)CN(C(=O)CSc2ncnc3sccc23)C1 (stereo not given)	2%	17%	-3%	-5.7	3%	-7%	i	9.8%	-21%
Cc1ccc2ncccc2c1	-1%	1%	2%	-0.1	-5%	2%	i	-1.5%	8%
CC(NC(=O)CCc1ccc(S(=O)(=O)NC2CCCCC2)cc1)c1ccccc1 (stereo not given)	-2%	x	-2%	-1.5	-16%	3%	i	2.2%	-10%
CN(CCOc1ccc(Cl)cc1)C(=O)C1=CC=CN2CCS(=O)(=O)N=C12	-1%	12%	-2%	0.3	2%	2%	i	0.1%	-10%
COc1ccc(S(=O)(=O)N2CCC(C(=O)NC3CC3)CC2)cc1OC	-9%	-9%	-1%	-0.5	7%	-1%	u	-0.3%	16%
Cc1c(Cl)cccc1-n1ncc(C(=O)NC2CCCC2)c1C1CCN(C(=O)OC(C)(C)C)CC1	-19%	u	-11%	x	2%	x	i	-0.5%	-17%
Cc1ccc(C)c(N2N=C(C(=O)Nc3nccs3)CCC2=O)c1	-1%	-7%	0%	-1.1	9%	-3%	i	-0.9%	18%
COc1ccc(S(=O)(=O)N2CCOCC2)cc1NC(=O)c1cccc2c(=O)c(C)c(-c3ccccc3)oc12	15%	-24%	-13%	1.3	-21%	3%	u	0.0%	-31%
COc1ccc(C(CCN2CCCCC2)c2c(OC)cc(OC)c3c(-c4ccccc4)cc(=O)oc23)cc1 (stereo not given)	u	4%&8%	-9%&-12%	-0.8	u	10%	22µM*	0.8%	18µM*!
CC(C)c1ccccc1NC(=O)C(Cc1c[nH]c2ccccc12)NC(=O)OC(C)(C)C (stereo not given)	u	u	-26%	x	-16%	x	i	1.6%	-18%

Filtered by structure, the compounds so far with an aryl thioether with sulfur outside any ring.
SMILES	TGFb inhibitor	Nrf2 block	A549 viability	IL2 activator	ATXN2 expr inh	EPAC2 agonist	S2 tox	Nrf2 activator	HepG2 viability
COC(=O)c1cc(NC(=O)CSc2ncn[nH]2)ccc1Cl	-29%	3%	-2%	1.2	-4%	8%	i	0.4%	-13%
O=C(CSc1ncnc2c1oc1ccccc12)Nc1nccs1	0%	17%	1%	2.7	7%	3%	i	0.8%	-19%
CC1CC(C)CN(C(=O)CSc2ncnc3sccc23)C1 (stereo not given)	2%	17%	-3%	-5.7	3%	-7%	i	9.8%	-21%

(next part)
SMILES	TGFb inhibitor	Nrf2 block	A549 viability	IL2 activator	ATXN2 expr inh	EPAC2 agonist	S2 tox	Nrf2 activator	HepG2 viability
CCCc1cc(=O)[nH]c(SC(CC)C(=O)Nc2ccccc2C#N)n1 (stereo not given)	18%	-3%	0%	0.3	0%	10%	i	-0.6%	-3%
O=C(O)c1ccccc1-c1ccccc1C(=O)Nc1ccccc1	-7%	-9%	-5%	-0.1	-3%	5%	i	0.0%	2%
COc1cc2c(cc1OC)C(C1C(=O)CCCC1=O)N(C(=O)CCl)CC2 (stereo not given)	-19%	11%	-4%	-0.4	x	-3%	i	4.4%	8%
Cc1nc(Cl)c(S(N)(=O)=O)c(C)c1Cl	-4%	-7%	1%	-0.2	4%	7%	i	1.4%	2%
O=C(NC(=S)Nc1cccc(F)c1)c1cccc([N+](=O)[O-])c1	-25%	u	5%	4.8	x	17%	i	8.1%	0%
Cn1c(SCc2ccccc2Cl)nc2ccccc21	0%	u	9%	0.1	84%[activator]	14%	i	6.5%	-30%
CCOC(=O)NC(O)C(=O)c1ccc(F)cc1 (stereo not given)	6%	1%	-1%	-2.6	-15%	7%	i	-0.2%	1%
O=C(COC(=O)[C@H](Cc1ccccc1)NC(=O)c1cccs1)Nc1cc(F)ccc1F	6%	8%	-2%	-0.4	-10%	10%	i	-0.2%	-1%
COc1ccc(/C=N/OCC(=O)OCC(=O)N(C)c2ccccc2)cc1	u	16%	-4%	1.7	1%	0%	i	0.0%	-4%
C[C@@H]1CN([C@H](C)CO)C(=O)CCCn2cc(nn2)CO[C@H]1CN(C)C(=O)Nc1ccc(-c2cccs2)cc1	3%	x	x	2.3	5%	8%	i	3.1%	0%
Cc1nn(-c2ccccc2)nc1CNC(=O)C(C)Cc1ccccc1 (stereo not given)	0%	-4%	-2%	-2.4	-4%	-2%	i	-0.4%	-14%
Cc1nn(C)cc1S(=O)(=O)NC1CCCC1	u	0%	1%	-0.4	-11%	0%	i	-0.4%	-25%
O=C(CSc1ncccc1C(=O)O)NCCC1=CCCCC1	-1%	5%	0%[1.84 µM]	-1.3	0%	-6%	i	-0.5%	-19%
CCCN1CCC2(CC1)C(C#N)=C(N)Oc1c2sc2nc(C)cc(C)c12	17%	x	-3%	0.7	17%	13%	i	12%	-18%
CC[C@@]1(C(=O)OC)N[C@H](CN(C)S(=O)(=O)c2ccc(OC(F)(F)F)cc2)[C@@H]2C(=O)N(C)C(=O)[C@@H]21	3%	14%	2%	-0.3	1%	-4%	i	0.3%	-3%
COc1ccc(C2C3=C(CC(c4ccco4)CC3=O)Nc3ccccc3N2C(C)=O)cc1 (stereo not given)	u	x	-1%	-0.1	5%	0%	i	18%	38%
O=C(Nc1ccc2nc(SCCOc3ccccc3Cl)sc2c1)c1ccc2c(c1)OCO2	0%	-19%	0%	x	0%	x	i	-0.3%	-8%
O=C(Nc1nnc(Cc2ccccc2)s1)Nc1ccccc1F	-1%	u	4%	-0.4	-36%	1%	u	3.5%	-19%
COc1ccc(C(=O)N/N=C(\C)CC(=O)Nc2cccc(C(F)(F)F)c2)cc1	u	u	-11%	-0.6	15%	-7%	i	3.7%	1%
Cc1cccnc1CN1CCN(Cc2nc(C(c3ccccc3)c3ccccc3)no2)CC1	u	-5%	0%	-0.8	x	12%	i	4.6%	-46%
Cc1nc(N)sc1-c1ccccc1	0%	-5%	6%	-0.7	9%	3%	i	8.2%	1%
C=C(C)CSc1nc2c(c(=O)[nH]c(=O)n2C)n1CCC(C)C	-6%	-19%	1%	-2.1	u	2%	i	1.4%	-12%
Cc1ccc(/C=C/c2onc(C)c2S(=O)(=O)N2CCC(C(=O)NCc3ccc(Cl)cc3)CC2)cc1	-3%	x	13%	x	-1%	x	u	-1.4%	-3%
Clc1ccccc1-c1nc(-c2ccncc2)no1	-3%&-8%	u	-7%&4%	2.0&1.6	81%&81%&90%[activator]	0%&9%	u	11µM*	-22%&-24%
COc1c(C)cc(C(=O)C2CCCN(C(=O)c3snnc3C)C2)cc1C (stereo not given)	8%	5%	-4%	0.5	-29%	8%	i	-0.8%	5%
COc1cc(C)cc2oc(=O)c(CC(=O)N3CCN(C(=O)C4COc5ccccc5O4)CC3)c(C)c12 (stereo not given)	u	-23%	-3%	0.6	-27%	4%	u	1.5%	-29%
CCCS(=O)(=O)N1CCCC(C(=O)N2CCN(C(=O)OCC)CC2)C1 (stereo not given)	-9%	0%	-15%	0.0	-8%	12%	i	0.6%	0%
CCc1nnc(SCc2nc(-c3ccccc3Cl)oc2C)c2cc3sc(C)cc3n12	-3%	14%	6%	x	x	x	x	-0.7%	-32%
O=C(Nc1ccccc1Br)C1CC(=O)N(c2ccc3c4c(cccc24)CC3)C1 (stereo not given)	-45%	27%	-12%	-1.5	-28%	2%	i	1.9%	-13%
Cc1cc2cc(CCNC(=O)c3ccc(S(=O)(=O)N4CCOCC4)cc3)c(=O)[nH]c2cc1C	6%	x	-2%	-0.4	-24%	9%	i	-0.2%	-21%
O=C(COC(=O)c1ccccc1)Nc1ccccc1N1CCOCC1	u	18%	2%	0.1	-6%	9%	i	3.0%	0%
CCCCOc1ccc(C2(C)CC(=O)NC2=O)cc1 (stereo not given)	-16%	x	14%	1.4	8%	12%	i	2.6%	-2%
Fc1ccc(-c2nnc(CSc3nnc(-c4cccs4)o3)o2)cc1	-10%	-2%	-6%	0.1	20%	-1%	i	24%	2%
Cc1ccc(NC(=O)CN2C(=O)CSc3ccc(S(=O)(=O)N4CCCCC4)cc32)cc1	3%	-19%	-3%	-2.8	-21%	2%	u	2.4%	14%
